PfHsp90 set2 = reduces growth (ATP signal) of yeast expressing P. falciparum Hsp90 | S. cerevisiae expressing PfHsp90, BacTiter-Glo ATP, 48 h; yeast lacking PDR1 and PDR3 efflux regulators | inhibition, % at 9.4 µM | 0.32% of 310,000 active;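 active = every replicate shows inhibition above about 80%, whatever the replicate mean, limit read from the data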;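 also: 0% = DMSO neutral controls and 100% = 20 µM radicicol positive controls; yeast relying on Plasmodium falciparum Hsp90 in place of its own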
DSG3 Ab inh = human desmoglein-3 autoantibody binding inhibition | P32926 | DSG3-coupled beads, scFv-anti-DSG3-GFP binding, flow cytometry; stronger effect = lower value | binding (percent of control), % at 10 µM | 0.48% of 310,000 active;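 active = binding more than 3 SD below its plate's average and above zero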;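 also: hits lower antibody fragment binding to DSG3; some compounds called inactive have numbers as strong as hits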
Target sequence (P32926 whole entry, looked up, the tested form may be a part): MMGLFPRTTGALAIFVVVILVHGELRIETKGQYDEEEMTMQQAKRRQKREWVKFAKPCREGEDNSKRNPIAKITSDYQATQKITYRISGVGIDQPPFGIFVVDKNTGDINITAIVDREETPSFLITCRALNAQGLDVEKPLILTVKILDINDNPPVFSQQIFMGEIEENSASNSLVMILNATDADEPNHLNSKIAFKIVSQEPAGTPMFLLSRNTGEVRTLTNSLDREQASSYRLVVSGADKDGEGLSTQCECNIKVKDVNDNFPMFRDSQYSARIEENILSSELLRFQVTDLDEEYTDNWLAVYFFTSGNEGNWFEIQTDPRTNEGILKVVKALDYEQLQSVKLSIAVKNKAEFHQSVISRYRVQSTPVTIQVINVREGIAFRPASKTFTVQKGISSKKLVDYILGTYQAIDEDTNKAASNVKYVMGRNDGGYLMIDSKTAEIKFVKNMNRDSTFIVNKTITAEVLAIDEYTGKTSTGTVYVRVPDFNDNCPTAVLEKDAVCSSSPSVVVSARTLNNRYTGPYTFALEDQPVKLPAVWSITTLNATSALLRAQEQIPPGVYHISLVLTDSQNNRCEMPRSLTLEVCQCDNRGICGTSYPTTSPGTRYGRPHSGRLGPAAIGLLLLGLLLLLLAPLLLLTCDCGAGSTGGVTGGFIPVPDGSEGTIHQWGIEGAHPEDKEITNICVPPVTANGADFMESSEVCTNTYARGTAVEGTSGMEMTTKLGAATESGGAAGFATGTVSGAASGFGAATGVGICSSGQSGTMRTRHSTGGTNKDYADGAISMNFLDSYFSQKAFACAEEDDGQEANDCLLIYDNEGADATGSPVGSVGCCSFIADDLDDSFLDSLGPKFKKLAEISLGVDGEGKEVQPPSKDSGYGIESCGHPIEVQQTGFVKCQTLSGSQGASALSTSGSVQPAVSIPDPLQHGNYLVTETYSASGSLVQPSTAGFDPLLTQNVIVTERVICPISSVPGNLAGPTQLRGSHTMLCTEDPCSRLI
Tat transport = blocks Tat-dependent protein export in E. coli. E. coli MC4100 TorA-mCherry Tat export, fluorescence. 0.036% of 340,000 active. AID 488895. inhibition, % at 10 µM;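 active = mean replicate inhibition at least 50% and at least half of replicates individually reaching 50%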;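 also: exported cargo escapes ClpAP degradation while cytoplasmic cargo is degraded and loses fluorescence; 0% = median of neutral control wells and 100% = median of NaSCN control wells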
AddAB inh = less growth of phage-infected E. coli with AddAB; E. coli expressing H. pylori AddAB, absorbance growth; inhibition, % at 11.9 µM; 0.29% of 330,000 active; in the data active = inhibition above about 12%;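 also: 0% = vehicle wells of infected cells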
MOR-DOR inv ag = mu-delta opioid heterodimer inverse agonism | P35372+P41143 | cell-based MOR-DOR heterodimer luminescence | inhibition, % at 9.3 µM | 0.21% of 340,000 active | AID 504357; in the data active = inhibition above about 22%, passing the limit was not always enough;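 also: 0% = cells with DMSO and 100% = wells without cells with DMSO; values of inactives mirror those of a sister screen read the other way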
MOR-DOR ag = agonists of human mu-delta opioid receptor heterodimerization | P35372+P41143 | cells, OPRM1-OPRD1 heterodimerization, luminescence | activation, % at 9.3 µM | 0.3% of 340,000 active | AID 504326; in the data active = activation above about 18%;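 also: 0% = vehicle-treated cells and 100% = reference agonist; values of inactives mirror those of a sister screen read the other way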
phage Ecoli inh = E. coli growth loss with phage present. growth absorbance. 0.26% of 360,000 active. inhibition, % at 11.9 µM; in the data active = inhibition above about 11%
Ecoli viability = counter-screen for AddAB inhibitors: E. coli growth inhibition; E. coli V3065 growth, OD600 absorbance, 18 h; inhibition, % at 11.9 µM; 0.27% of 330,000 active; AID 449728;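 active = inhibition above the campaign's mean inhibition across all tested compounds plus 3 SD, cut at about 9.9% in these data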;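 also: uninfected addAB+ strain grown without phage in ampicillin broth; 0% = DMSO wells and 100% = ciprofloxacin 0.95 µg/ml wells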
Arrestin-AP2 inh = human beta-arrestin and AP2 interaction inhibition; FITC-arrestin peptide / GST-AP2 beads, flow cytometry; AP2 beta2 appendage carries R879A mutation; AID 504490; 0.31% of 340,000 active; inhibition, % at 10 µM;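 active = inhibition above a set limit, near 3 SD of compounds lacking own fluorescence, cut at about 54% in these data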;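 also: plate controls were DMSO wells for no effect and 5 µM unlabelled arrestin peptide for full effect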
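System: GST-AP2 R879A glutathione beads | Also added: FITC-arrestin peptide, 50 nM | Times: 12 min plus 1 h, RT | Signal: Bead flow cytometry, FITC channel | Buffer or medium: PBS with 0.05% Tween 20 and 0.1% BSA | Read-out basis: Percent drop in bead-associated FITC signal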
SUMO Mot1 rescue = inhibitors of SUMOylation pathway: yeast Mot1-301 growth rescue; AID 2716; S. cerevisiae Mot1-301 growth rescue, ATP luminescence, 38.5C; percent above DMSO median, 100 means doubled; 1% of 320,000 active; growth rescue, % at 18.8 µM;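 active = every valid replicate shows activation above 250% relative to neutral control wells; inactive = the rest, any valid replicate at or below 250%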;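 also: OY570 slx delta 5 strain wells were the positive control but not used for scaling; some compounds called inactive have numbers as strong as hits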
PKA-R1A act = activators of PKA-R1A complex; P00514+P68181; PKA-R1A dissociation, Cy5-IP20 fluorescence polarization; scaled: DMSO 0%, 113 µM cGMP 100%; activation, % at 11.4 µM; 0.083% of 340,000 active; AID 504707;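 active = percent activation above the mean of all tested compounds plus 3 SD, cut at about 19% in these data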;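 also: higher means more PKAc released from R1A so a rise in polarization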
Active calls of the source: *; · = not tested or not shown.

SMILES	PfHsp90 set2	DSG3 Ab inh	Tat transport	AddAB inh	MOR-DOR inv ag	MOR-DOR ag	phage Ecoli inh	Ecoli viability	Arrestin-AP2 inh	SUMO Mot1 rescue	PKA-R1A act
CC(C)NC(=O)C(OC(=O)c1ccccc1)C(OC(=O)c1ccccc1)C(=O)O (stereo unspecified)	·	·	3.5	0.3	10.7	-1.8	0.4	-0.4	20.3	4.2	0.3
COc1ccc(-c2nc(N)ncc2-c2csc(C)n2)c(O)c1OC	5.1	93.3	-4.0	2.9	-1.9	0.3	3.3	-1.8	9.4	-13.5	6.2
Cn1c(=S)sc2ccc3ccccc3c21	2.7	93.3	-0.2	·	-28.3	6.5	3.9	·	-0.5	·	-6.9
O=S(=O)(NC12CC3CC(CC(C3)C1)C2)c1ccc(F)cc1	-0.2	97.9	2.1	2.7	-21.1	4.0	4.9	-1.4	32.7	149.9	-5.8
COc1cc(-c2ccc3oc(-c4ccsc4)cc(=O)c3c2)cc(OC)c1OC	26.2	100.0	12.2	-0.1	-7.1	1.3	1.5	-3.1	-5.0	35.7	3.1
CCc1ccc(C)[n+](CC(=O)c2cccs2)c1	-3.8	105.2	-2.6	-0.7	1.6	-0.3	1.7	-0.7	-12.3	-7.0	-1.9
O=C(COc1ccc(Cl)cc1Cl)Nc1ccccn1	58.4	104.7	-2.1	1.9	-15.0	2.7	1.8	3.3	11.7	-48.8	0.9
O=C1CCCC(O)=C1C=Nc1ccc(O)cc1	-5.3	108.7	-0.6	-2.3	1.4	-0.2	1.5	0.6	-4.8	1.0	-0.4
Cc1cc(C)cc(COc2ccc3c(C)c(CC(=O)O)c(=O)oc3c2C)c1	5.4	120.4	3.9	-5.2	5.0	-1.1	2.6	-0.9	14.7	9.5	-3.5
O=C(Nc1nnc(CCN2CCCCC2)s1)c1ccccc1	2.0	·	1.4	0.9	1.4	-0.3	-0.4	0.7	-4.9	-19.1	-2.4
CCC1CCCCN1S(=O)(=O)c1ccc(NC(=O)C2CCCO2)cc1 (stereo unspecified)	11.3	·	-4.6	-1.8	7.9	-1.5	2.1	0.2	12.5	-8.4	0.4
CC1(CC(=O)N/N=C/c2ccc(-c3ccc(C(=O)O)cc3)o2)OCCO1	15.4	101.3	2.0	1.4	4.9	-0.8	0.9	1.1	10.0	12.8	2.7
C=CCn1c(SCc2nc3sc(C(=O)O)c(C)c3c(=O)[nH]2)nnc1-c1ccccc1	-18.1	87.2	5.3	-2.3	-12.7	1.8	2.2	-1.5	3.4	-4.1	-3.5
CCCOc1ccc(/C=C2\SC(N)=NC2=O)cc1OC	-19.1	97.4	-2.8	-3.2	3.9	-0.8	-2.3	-3.6	-9.2	71.9	-8.8
COc1ccc(NC(=O)c2ccc(NC(=O)C(C)C)cc2)c([N+](=O)[O-])c1	11.3	530.8	-4.4	1.5	-10.0	1.7	3.4	0.3	-0.5	-1.9	-3.8
CC(C)NC(=O)C(c1ccc(F)cc1)N(C(=O)CCC(=O)Nc1ccccn1)C1CCCC1 (stereo unspecified)	11.5	117.3	-20.8	0.8	-2.8	0.3	0.9	-1.5	29.2	0.0	1.6
Cc1noc(C)c1C(=O)NCCc1ccc(S(N)(=O)=O)cc1	2.0	98.8	8.2	3.0	18.9	-3.7	-1.2	0.7	23.5	-25.1	-6.2
CN(CCn1ccnc1)Cc1cn(Cc2ccccc2)nc1-c1ccc2c(c1)OCO2	4.6	103.1	-4.0	0.6	8.7	-1.6	-0.8	4.0	8.1	-3.0	7.4
CCOCCn1c(-c2ccccc2)nc2ccccc21	·	96.6	·	2.0	·	·	1.2	-0.7	14.0	0.2	·
O=C1C=C(c2cccc(O)c2)C[C@@H](c2ccc(F)cc2)C1	0.0	95.4	-0.2	3.4	-28.1	4.9	4.0	-0.4	-1.0	8.7	-10.3
CCCCCCNCc1ccc(Br)cc1	10.4	102.2	9.1	3.0	-20.4	3.5	6.1	1.6	21.0	29.6	-5.5
O=C(NC1CCSc2ccccc21)c1ccccc1Cl (stereo unspecified)	-0.3	99.9	-8.2	3.9	14.4	-2.6	0.7	1.8	-12.2	14.9	-7.1
COC(=O)c1sccc1NC(=O)c1ccc(C#N)cc1	-3.1	94.3	-4.9	1.4	5.6	-1.0	·	-0.3	0.4	-32.9	-3.5
CCOc1ccc(NC(=O)NCc2cccn2C)cc1	-2.9	117.9	-3.5	-0.2	15.2	-3.2	0.7	-2.1	35.6	6.2	-4.8
O=C(CCCCl)NC1=NN(c2ccccc2)C(=O)C1	-0.9	102.4	-1.2	5.1	-6.3	1.1	3.9	0.2	5.4	81.6	-0.5
O=C(NCCCN1CCCC1=O)Nc1ccc(Cl)cc1Cl	-3.4	102.5	-6.2	-3.3	9.3	-2.3	2.0	-0.2	19.3	199.1	7.8
CC1CSc2ccccc2NC1=S (stereo unspecified)	37.9	101.0	0.6	0.8	12.7	-2.4	2.3	-0.2	19.1	·	2.8
C=CCn1c(=O)c2ccccc2n2nnc(C(=O)OCC)c12	·	87.8	·	-0.4	·	·	0.8	-2.0	-0.5	107.1	·
COc1ccc(Cl)c2sc(N(CCN(C)C)C(=O)CCS(=O)(=O)c3ccc(C)cc3)nc12	·	96.6	-3.4	1.6	7.9	-1.5	4.1	-1.4	3.4	41.7	7.2
Cc1ccc(NC(=O)COC(=O)c2ccc([N+](=O)[O-])s2)c(C)c1	1.1	104.7	-5.6	1.7	-20.6	3.0	4.7	4.2	5.0	12.1	-16.5
O=C1c2ccccc2NC2CCCCCN12 (stereo unspecified)	7.4	98.9	5.9	0.5	0.7	-0.1	0.6	-0.3	-6.5	-3.1	-9.9
O=C(O)C1C2C=CC(O2)C1C(=O)Nc1ccc(S(=O)(=O)Nc2ccccc2)cc1 (stereo unspecified)	15.4	102.2	-1.4	3.1	13.8	-2.5	-1.8	4.2	3.9	-3.9	-15.1
CCN(CC)CCNC(=O)c1ccc(NC(=O)c2cc(S(=O)(=O)N3CCCCC3)ccc2N2CCOCC2)cc1	·	98.0	-0.7	·	11.1	-2.9	2.2	·	14.9	·	9.4
Cc1ccc(S(=O)(=O)NCc2cc(=O)n(C)c(=O)n2C)cc1C	-18.7	103.9	-4.0	1.1	5.0	-1.0	2.4	-1.3	-3.7	0.2	-3.7
COc1ccc(CN(C)CC(=O)NC(C)c2ccccc2)c(OC)c1 (stereo unspecified)	4.2	99.5	-7.3	1.0	1.4	-0.3	2.1	-1.1	5.0	208.2	-5.0
COC(=O)c1cc(C#N)c(Oc2ccccc2)nc1C	·	108.1	-8.9	3.2	-1.2	0.2	0.3	0.5	3.6	-1.0	-1.9

The final three records of the section above come first, to join the parts:
SMILES	PfHsp90 set2	DSG3 Ab inh	Tat transport	AddAB inh	MOR-DOR inv ag	MOR-DOR ag	phage Ecoli inh	Ecoli viability	Arrestin-AP2 inh	SUMO Mot1 rescue	PKA-R1A act
Cc1ccc(S(=O)(=O)NCc2cc(=O)n(C)c(=O)n2C)cc1C	-18.7	103.9	-4.0	1.1	5.0	-1.0	2.4	-1.3	-3.7	0.2	-3.7
COc1ccc(CN(C)CC(=O)NC(C)c2ccccc2)c(OC)c1 (stereo unspecified)	4.2	99.5	-7.3	1.0	1.4	-0.3	2.1	-1.1	5.0	208.2	-5.0
COC(=O)c1cc(C#N)c(Oc2ccccc2)nc1C	·	108.1	-8.9	3.2	-1.2	0.2	0.3	0.5	3.6	-1.0	-1.9
CCCOc1ccc(N2C(=O)CC(NCCNc3ccc(S(=O)(=O)CC)cc3)C2=O)cc1 (stereo unspecified)	13.0	111.4	-1.7	0.4	4.8	-1.2	-0.8	-1.3	-5.0	10.5	2.2
CCN1CCN(c2ccc(N=Cc3ccc(O)cc3O)cc2)CC1	25.1	97.1	2.5	1.2	1.6	-0.3	5.6	1.7	16.8	·	-8.1
CCN(CC)CCN1C(=O)C(O)=C(C(=O)c2ccco2)C1c1ccccn1 (stereo unspecified)	-10.7	102.6	2.3	3.4	15.9	-3.0	-0.2	1.8	5.0	4.4	5.2
COc1cc2c(cc1OC)CN(C(=O)C1(c3ccccc3)CC1)CC2	·	86.2	-13.3	3.2	12.8	-2.6	4.8	-1.2	0.1	·	6.8
COCCn1c(C)cc(C(=O)COC(=O)/C=C/c2ccc(OC)cc2OC)c1C	·	92.0	-3.2	0.9	1.6	-0.3	0.2	0.3	9.8	10.4	-1.6
Cc1ccnc(SCCn2c(N3CCN(C)CC3)nc3c2c(=O)n(C)c(=O)n3C)n1	-12.4	·	3.4	0.7	6.6	-1.3	1.3	1.0	8.3	4.9	5.9
CCc1ccc2[nH]c3nc(C)cc(C)c3c(=O)c2c1	-3.0	96.0	-1.4	1.9	-25.7	4.8	5.3	2.6	3.9	·	6.0
COCCNC(=O)C(c1ccc(C)cc1)N(Cc1ccco1)C(=O)CCC(=O)Nc1ccccn1 (stereo unspecified)	-20.1	125.5	-3.6	2.6	-11.2	1.4	-1.1	1.3	-1.9	-1.2	10.9
O=C(Nc1ccc(F)cc1)c1ccc(CN2CCc3ccccc3C2)cc1	-21.3	106.3	-5.1	-0.2	-3.6	0.7	1.6	-0.8	0.8	-10.6	-5.2
COC(=O)c1ccccc1NC(=O)c1ccc(F)cc1	2.4	96.9	6.5	-0.2	2.9	-0.6	1.5	-1.8	29.8	-14.5	-11.7
Cc1ccc(CNC(=O)C(=O)NCC2OCCCN2S(=O)(=O)c2ccc(F)cc2)cc1 (stereo unspecified)	-8.4	·	4.1	1.8	16.6	-3.0	-0.7	3.0	4.0	-1.5	-10.9
CC1CC(C)CN(CCCNC(=O)CN2C(=O)c3cccnc3Oc3ccc(Cl)cc32)C1 (stereo unspecified)	-4.8	103.8	0.3	4.1	0.5	-0.1	-1.4	-0.7	-2.3	-21.4	0.4
CSc1ccccc1OCc1cc(C(=O)NCCCn2nc(C)cc2C)no1	-30.1	96.1	4.4	2.5	-1.0	0.2	-1.8	-1.2	-5.0	7.6	0.7
COc1ccc(-c2nc(C#N)c(NCCN(C)C)o2)cc1	12.9	97.8	-1.4	2.3	6.1	-1.1	4.2	0.5	-0.9	-10.1	-0.5
Cc1cc(C(=O)COC(=O)c2ccc(NC(=O)CC#N)cc2)c(C)n1-c1ccc(OC(F)F)cc1	-0.1	88.3	2.4	-3.1	-1.2	0.2	3.6	-4.1	8.1	-4.5	11.9
CCOC(=O)C1C(=O)C=C(c2ccc(C)cc2)CC1c1ccccc1 (stereo unspecified)	21.9	99.6	5.7	0.3	-8.8	1.7	2.1	0.3	-17.6	-3.2	-1.3
O=S(=O)(Nc1nc2ccccc2nc1NCc1ccco1)c1ccc(F)cc1	-13.6	100.9	0.8	0.2	5.1	-1.0	2.0	1.8	8.4	-18.0	-5.7
COc1cc(OC)c(OC)cc1/C=N/NC(=O)c1cccc(S(=O)(=O)N2CCOCC2)c1	3.0	108.0	1.1	-1.2	10.4	-2.0	-0.5	0.8	-21.3	35.9	-16.1
